# SENP7 inh – SENP7 protease inhibition; recombinant SENP7, Z-RLRGG-aminoluciferin luminescence, 40 min; 1.5% of 330,000 active; Q9BQF6; inhibition, % at 5 µM;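 active = inhibition above about 50% at the single test dose, limit read from the data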;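 note: plate controls were DMSO with enzyme for no effect and no enzyme buffer wells for full effect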
# Target sequence (Q9BQF6 706-1050 limits assumed): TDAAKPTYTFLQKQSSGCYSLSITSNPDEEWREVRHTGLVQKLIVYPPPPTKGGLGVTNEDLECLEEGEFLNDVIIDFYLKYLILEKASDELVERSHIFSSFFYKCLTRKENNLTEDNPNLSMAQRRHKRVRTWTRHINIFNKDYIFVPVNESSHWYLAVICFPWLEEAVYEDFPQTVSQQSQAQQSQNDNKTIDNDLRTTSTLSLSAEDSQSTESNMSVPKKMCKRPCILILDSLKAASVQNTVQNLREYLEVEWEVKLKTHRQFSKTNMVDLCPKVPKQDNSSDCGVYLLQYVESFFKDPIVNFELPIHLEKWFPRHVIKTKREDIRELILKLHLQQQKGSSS
# SENP6 block – blocks the human protease SENP6; AID 2599; inhibition, % at 10 µM; Recombinant SENP6 catalytic domain, aminoluciferin luminescence; Q9GZR1; 1.8% of 330,000 active;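 active = inhibition above about 50% at the single tested dose, limit read from the data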;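 note: plate controls were DMSO wells with enzyme for no effect and DMSO wells lacking enzyme for full effect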
# Target sequence (Q9GZR1 628-1112 limits assumed): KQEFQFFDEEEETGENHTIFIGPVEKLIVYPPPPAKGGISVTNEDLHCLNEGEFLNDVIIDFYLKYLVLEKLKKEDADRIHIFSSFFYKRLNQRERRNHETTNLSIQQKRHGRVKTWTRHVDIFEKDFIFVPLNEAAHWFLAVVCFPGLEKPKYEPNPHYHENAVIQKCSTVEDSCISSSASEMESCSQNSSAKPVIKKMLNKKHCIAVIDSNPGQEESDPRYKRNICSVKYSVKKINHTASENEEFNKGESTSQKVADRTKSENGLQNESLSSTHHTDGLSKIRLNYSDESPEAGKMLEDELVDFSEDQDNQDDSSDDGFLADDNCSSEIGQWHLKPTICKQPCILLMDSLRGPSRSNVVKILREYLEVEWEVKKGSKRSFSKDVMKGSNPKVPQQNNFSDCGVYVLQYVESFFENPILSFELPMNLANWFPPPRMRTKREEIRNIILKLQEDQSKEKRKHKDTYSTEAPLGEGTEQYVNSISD
# SENP1 FRET inh – blocks the human SENP1 SUMO protease catalytic domain | recombinant SENP1 catalytic domain, CyPet-SUMO1-YPet FRET cleavage | inhibition, % at 10 µM | 0.21% of 360,000 active | AID 624204;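 active = inhibition at least 30% at 10 µM, raw YFP signal under a set limit, fluorescence ratio 0.5 to 1.5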;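 note: 0% = enzyme with DMSO and 100% = no enzyme wells; some results filed as inactive read as strong as hits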
# Target sequence (Q9P0U3 419-644 limits assumed): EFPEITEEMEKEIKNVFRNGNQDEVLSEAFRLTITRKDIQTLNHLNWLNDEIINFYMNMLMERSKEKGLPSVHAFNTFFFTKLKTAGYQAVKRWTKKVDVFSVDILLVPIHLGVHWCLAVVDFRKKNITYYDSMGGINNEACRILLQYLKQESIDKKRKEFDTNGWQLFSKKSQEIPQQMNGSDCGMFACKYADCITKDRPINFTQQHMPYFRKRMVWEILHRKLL
#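 Test system: human SENP1 catalytic domain; medium: Tris pH 8 buffer plus EDTA, NaCl, BME, BSA, NP40, catalase; incubation: 50 min reaction at room temperature; technique: FRET, CFP and YFP emission; controls: no-enzyme low control and enzyme-plus-DMSO high control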
# NLRP3 yeast inh – NALP3 inhibition in yeast; Yeast reconstituted NLRP3/ASC/caspase-1, beta-gal luminescence, 24 h; inhibition, % at 10 µM; AID 2825; 0.39% of 330,000 active;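 active = inhibition of 50% or more; inactive = inhibition below 50%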;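 note: plate controls were induced DMSO wells for no effect and uninduced yeast grown without galactose for full effect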
# HKDC1 inhibitor – inhibitors of human hexokinase HKDC1. inhibition, % at 20 µM. 0.16% of 340,000 active. Q2TB90. recombinant HKDC1, G6PDH/diaphorase resazurin coupled fluorescence. AID 493160;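 active = inhibition above about 35% when tested at 20 µM, limit read from the data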;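 note: plate controls were DMSO wells with enzyme for no effect and DMSO wells lacking enzyme for full effect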
#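 Assay system – recombinant HKDC1 (HK5) hexokinase enzyme, produced in-house · Input – HKDC1 at 5 µg/mL · Reagent – glucose plus 1 mM ATP as hexokinase substrates · Timing – 90 min reaction incubation at room temperature, dark · Measured by – G6PDH/diaphorase-coupled fluorescence, 1 mM NADP, 100 µM resazurin, 525/613 nm · Benchmarks – DMSO-enzyme wells negative, buffer-substituted wells positive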
# SENP8 block-1 – inhibitors of human SENP8 protease | Q96LD8 | purified SENP8, Z-RLRGG-aminoluciferin cleavage, luminescence | inhibition, % at 10 µM | 1.2% of 330,000 active | AID 2540; in the data active = inhibition above about 50%
# SENP8 block-2 – inhibitors of human SENP8 protease. inhibition, % at 20 µM. AID 602440. 0.64% of 360,000 active. Q96LD8. recombinant SENP8, Nedd8 substrate fluorescence; in the data active = inhibition mostly above about 40%, no sharp cut-off; inactive = mostly below about 27%
# PfGluPho inh – PfG6PD (Plasmodium falciparum) enzyme inhibition | inhibition, % at 20 µM | AID 504690 | 0.78% of 350,000 active | PfGluPho enzyme, NADPH resazurin-diaphorase fluorescence;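 active = inhibition reaching at least a set limit at 20 µM in the primary screen, cut at about 59% in these data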;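 note: 0% = DMSO wells with substrate and 100% = DMSO wells lacking glucose-6-phosphate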
# Apaf-1 inh – blocks human Apaf-1 apoptosome activity; inhibition, % at 20 µM; reconstituted apoptosome caspase-3 activity, DEVD-Rh110 fluorescence; 0.71% of 330,000 active; active = inhibition of at least 40% at 20 µM;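 note: plate controls were DMSO wells for no effect and DEVD-CHO caspase inhibitor wells for full effect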
#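 System – cell-free apoptosome with Apaf-1, procaspase-3 and caspase-9 · Buffer or medium – pH 7.5 Hepes buffer with CHAPS, BSA, DTT · Also added – cytochrome c with DEVD-Rh110 · Times – 30 min compound preincubation, 50 min activation, room temperature · Technique – Rh110 fluorescence intensity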
# Numbers without * were called inactive; . = not tested or not shown.
Compound	SENP1 FRET inh	Apaf-1 inh	SENP7 inh	SENP8 block-1	SENP6 block	NLRP3 yeast inh	HKDC1 inhibitor	SENP8 block-2	PfGluPho inh
CCOc1ccc(NC(=O)COC(=O)CNC(=O)c2ccc(-c3ccccc3)cc2)cc1	0.2	-4.5	-0.9	3.3	2.1	4.5	3.8	14.0	-2.5
Cc1ccc(CNC(=O)CN2CCN(Cc3ccc(Cl)cc3)C2=O)cc1	2.0	4.7	-0.6	4.1	-23.8	0.5	-3.3	13.1	6.8
COc1c(O)c(=O)n2c3ccccc3c3ccnc1c32	62.8	-3.9	-8.4	-1.6	9.3	76.9*	4.0	7.7	-1.4
Cc1cc(C(=O)Cn2c(CO)nc3ccccc32)c(C)n1C	-2.1	-10.1	-8.8	-3.7	-13.8	2.2	-5.0	11.8	-9.6
CC(C)c1ccc(NC2CCCN(C(=O)CCCn3cncn3)C2)cc1 (stereo not given)	-2.2	5.0	0.4	0.4	-1.6	13.4	-9.0	-1.8	9.8
COC(=O)CC1COc2ccccc2N1S(=O)(=O)c1ccc(Br)cc1 (stereo not given)	2.6	18.8	1.4	1.4	-2.0	-25.1	-3.7	14.4	11.9
C=CCN1C(=O)c2ccc(C(=O)N(CCOC)c3c(N)n(CCCC)c(=O)[nH]c3=O)cc2C1=O	-2.3	-9.1	-6.8	-3.8	-1.3	21.8	-2.2	-11.5	5.1
CC(C)COC(=O)C1C(=O)CC(C)(O)C(C(=O)OCC(C)C)C1c1cccnc1 (stereo not given)	0.5	-2.8	2.7	-0.7	-0.9	-1.3	-5.0	10.0	-15.1
Cc1ccccc1/C=N\NC(=O)c1ccccc1-n1cccc1	0.8	2.2	-2.4	0.2	-0.4	14.7	-2.8	8.4	-9.8
CSc1nc(-c2ccco2)nn1C(=O)c1ccccc1Cl	2.7	.	.	.	.	.	1.2	19.9	12.7
OC(CNc1ccccc1)COc1ccc(OCC(O)CNc2ccccc2)cc1 (stereo not given)	-0.7	-141.3	3.2	-6.1	3.6	14.1	-0.3	23.7	8.3
O=C(O)CCCN1C(=O)c2ccc(C(=O)c3cccc([N+](=O)[O-])c3)cc2C1=O	0.0	4.1	6.0	0.3	4.0	18.8	-8.4	33.9	-4.5
CCc1ccc(C(=O)Nn2c(C)nc3ccccc3c2=O)cc1	0.2	1.0	1.8	3.4	-35.8	3.0	-2.0	7.7	-1.8
Fc1ccc(Nc2nc(N/N=C/c3ccco3)nc(N3CCCCC3)n2)cc1	-2.8	13.2	1.2	-2.1	2.7	23.2	0.0	3.6	17.3
O=S1(=O)CC/C(=N\O)c2ccccc21	0.6	-14.6	-0.3	14.7	-1.2	9.7	7.4	5.3	-12.4
O=C(O)C1CC=CCC1C(=O)Nc1ccc(S(=O)(=O)N2CCCc3ccccc32)cc1 (stereo not given)	-0.4	3.1	-6.0	0.1	-10.2	14.1	-5.5	9.2	-22.4
COc1cc(OC)c(C2NC(=O)CCC2[N+](=O)[O-])cc1OC (stereo not given)	1.2	2.3	1.2	-1.8	-20.3	12.3	-1.1	12.7	4.8
CCOC(=O)c1cc2sccc2n1CC(=O)Nc1ccc(OC)cc1	3.2	3.8	3.8	0.8	0.7	2.5	-6.0	13.8	-12.2
COc1ccccc1NC(=O)c1ccc(N)cc1	1.9	-0.4	0.5	-3.1	-35.2	19.6	-6.9	5.5	19.0
Cc1c(N=Cc2cccnc2)c(=O)n(-c2ccccc2)n1C	0.3	2.9	6.9	3.0	2.1	1.1	-9.4	26.8	12.3
CCOCCCN(Cc1ccco1)C(=O)c1cc2c(=O)[nH]c3ccc(C)cc3c2s1	0.7	24.7	4.0	3.4	4.5	4.4	2.8	-400.3	33.7
COc1ccccc1[C@H]1C(c2ccc(F)cc2)=NN(c2ccccc2)[C@@H]1CO	-25.1	18.0	6.3	.	.	.	-2.5	-371.8	31.6
C/C(CC(=O)Nc1cccc(F)c1)=N\NC(=O)C(=O)NC1CCCCC1	-1.2	-6.9	-2.3	-0.9	-5.5	4.3	-11.4	4.4	13.1
O=C(Nc1ccc(C(=O)N2CCCC2)cc1)C1CCCC1	1.1	.	.	.	.	.	-5.9	2.5	-10.0
COc1cnn(C(C)(C)C)c(=O)c1Cl	-0.9	-26.1	4.1	-1.3	4.3	7.3	-10.7	3.3	8.5
CCOc1ccc(CNC(=S)N/N=C\c2ccc([N+](=O)[O-])cc2)cc1	11.7	30.9	-2.7	1.8	-14.9	32.3	0.2	9.7	57.0
C/C(=N/NC(=O)c1ccccn1)c1c[nH]c2ccccc12	-2.4	-14.0	28.8	-9.5	8.8	-0.4	-5.8	-54.8	2.4
COc1ccc(-c2cc(C(F)(F)F)c(C#N)c(=O)[nH]2)cc1	-141.9	-13.2	2.5	36.5	1.4	6.8	-4.0	-419.4	-8.5
O=C(COc1cc(F)ccc1[N+](=O)[O-])NCCN1C(=O)CSC1=O	2.9	-0.6	7.4	-4.9	9.9	8.7	-3.9	18.0	-19.9
COc1cccc(C2CC(c3cccs3)=NN2C(=O)CCC(=O)O)c1OC (stereo not given)	-8.2	-4.3	-1.8	14.4	-6.2	7.7	-4.2	-178.6	-3.7
COc1ccc(S(=O)(=O)NCCc2nnc3ccc(SCC(=O)Nc4cc(C)on4)nn23)cc1	-1.8	-18.1	-6.5	5.6	-4.7	16.9	-7.8	-3.2	-0.9
Cc1ccc(NC(=O)c2cncc(Br)c2)c([N+](=O)[O-])c1	2.3	3.7	8.9	-9.5	-4.5	-2.3	-4.8	20.7	-18.6
O=C(Cn1nnc2ccccc21)N/N=C/c1ccco1	2.9	-7.6	1.4	-0.9	-10.9	10.3	-4.8	10.5	-4.4
c1ccc(N2CCN(Cc3cnc(N4CCOCC4)s3)CC2)cc1	-1.0	-8.0	-5.1	-3.1	-10.3	3.7	-1.3	20.4	-14.2
COc1ccc(CNC(=O)C2CCC(CNS(=O)(=O)c3ccc(C)cc3)CC2)cc1 (stereo not given)	1.8	12.9	-1.3	5.6	27.9	16.2	-0.2	15.6	-7.9
C[C@H](CO)N1C[C@H](C)[C@@H](CN(C)S(=O)(=O)c2cccs2)Oc2ccc(NC(=O)Nc3ccccc3)cc2C1=O	-0.3	6.0	-2.4	1.5	0.4	4.0	1.6	6.5	8.3
O=C(N/C(=C\c1ccc(O)cc1)C(=O)N1CCCCC1)c1ccccc1	-1.8	0.0	-2.3	5.0	-16.3	12.8	-3.6	4.7	-8.1
Cc1ccc(S(=O)(=O)N2CCCCC2)cc1NC(=O)C1CC(=O)N(Cc2ccccc2)C1 (stereo not given)	1.8	3.0	0.6	2.7	14.1	13.9	-9.9	9.5	1.5
COc1ccc(N2CCN(C(=O)CCS(=O)(=O)c3ccc4c(c3)NC(=O)C(C)S4)CC2)cc1 (stereo not given)	1.4	7.7	-5.2	13.5	-5.8	7.7	0.7	16.5	14.0
O=C(C1CCCCN1S(=O)(=O)c1ccc(F)cc1)N1CCN(c2ccccc2F)CC1 (stereo not given)	-1.6	0.0	-3.8	3.6	-2.3	16.1	-7.0	8.2	3.4
O=C(OCc1ccc(Br)cc1)c1cccnc1Cl	1.9	9.0	9.9	-4.2	13.8	26.7	-1.1	-1.5	11.5
CN1C(=O)C2(OCC(COc3ccc(Cl)cc3)O2)c2ccccc21 (stereo not given)	5.5	8.2	20.2	-6.7	3.8	28.9	1.2	18.6	16.6
O=C1C2C3CCCC3=C3CCCC3C2C(=O)N1c1ccc(Cl)cc1 (stereo not given)	1.8	9.5	-9.5	-5.8	-12.0	-3.8	-7.5	12.8	0.5
COc1ccnc2c1c(=O)n(Cc1c(F)cccc1Cl)c(=O)n2C	-1.2	2.6	7.8	-2.7	7.0	3.0	-2.2	6.1	1.7
O=C(O)c1ccc2cccc(O)c2n1	-0.3	-19.7	2.7	-2.4	-15.8	8.9	13.4	22.9	65.8*
Nn1cc(-c2ccccc2)nc1SCC(=O)NCC1CCCO1 (stereo not given)	0.9	-6.5	6.8	-9.2	-2.1	8.9	-4.8	11.3	-1.7
COc1ccc(COC(=O)c2ccc(C)c(S(=O)(=O)N3CCOCC3)c2)cc1F	-0.4	19.2	-0.4	-3.8	2.3	-12.3	-0.7	1.2	-2.2
Cc1ccc(S(=O)(=O)c2ccc([N+](=O)[O-])o2)cc1	-0.1	.	.	.	.	.	20.7	10.5	48.9
CCc1noc(C)c1C(=O)Nc1cc(Cl)ccc1N1CCOCC1	-1.3	2.5	-4.2	-12.5	-16.0	7.2	-6.0	7.7	3.5
C(=N\Nc1nc(-c2ccccc2)cs1)/c1cccnc1	-3.3	7.1	12.3	14.9	13.0	29.5	-5.4	-59.3	47.2

# Arranged by molecular weight (rising): part of the list above
Compound	SENP1 FRET inh	Apaf-1 inh	SENP7 inh	SENP8 block-1	SENP6 block	NLRP3 yeast inh	HKDC1 inhibitor	SENP8 block-2	PfGluPho inh
Cc1ccc(S(=O)(=O)c2ccc([N+](=O)[O-])o2)cc1	-0.1	.	.	.	.	.	20.7	10.5	48.9
O=C1C2C3CCCC3=C3CCCC3C2C(=O)N1c1ccc(Cl)cc1 (stereo not given)	1.8	9.5	-9.5	-5.8	-12.0	-3.8	-7.5	12.8	0.5
COc1cccc(C2CC(c3cccs3)=NN2C(=O)CCC(=O)O)c1OC (stereo not given)	-8.2	-4.3	-1.8	14.4	-6.2	7.7	-4.2	-178.6	-3.7

# The results go on.
Compound	SENP1 FRET inh	Apaf-1 inh	SENP7 inh	SENP8 block-1	SENP6 block	NLRP3 yeast inh	HKDC1 inhibitor	SENP8 block-2	PfGluPho inh
COC(=O)c1nc(N)sc1-c1ccccc1	2.7	-1.1	-4.1	-2.7	-2.8	-3.7	-3.8	-492.2	6.0
CCOC(=O)CCC(NC(=O)CCCCCCCC(=O)NC(CCC(=O)OCC)C(=O)OCC)C(=O)OCC (stereo not given)	0.8	3.2	11.1	-1.3	-15.1	12.2	-8.6	6.1	-0.7
COc1cccc(NC(=O)Nc2cnccn2)c1	0.3	-7.0	-9.5	-1.9	1.3	8.8	-8.7	8.8	-6.9
Cc1ccnc(NC(=O)Cc2c(F)cccc2Cl)c1	1.4	4.0	5.5	-6.6	8.3	16.1	-7.3	4.1	5.5
COc1ccc(CCNC(=O)C2CCN(C(=O)c3ccc(C(C)(C)C)cc3)CC2)cc1OC	0.7	5.6	-1.1	-0.9	-12.9	0.9	-2.8	12.1	-3.6
CC(C)CCNC(=O)CCNS(=O)(=O)c1ccc(Cl)cc1	0.7	-17.3	2.1	6.2	2.1	-7.4	-8.5	8.5	-6.1
N#Cc1c(N)nc(SCC(=O)NCc2ccc3c(c2)OCO3)c(C#N)c1-c1cccs1	2.0	-1.5	4.4	2.9	-6.2	11.3	3.3	-45.3	-0.1

# Compound activity deposited in PubChem by Sanford-Burnham Center for Chemical Genomics.
